E-selectin induc = induces E-selectin expression in human endothelial cells; AID 686992; HUVEC E-selectin immunofluorescence imaging; normalized: neutral wells 0, TNF-alpha wells 100; activation, % at 7.58 µM; 0.37% of 260,000 active;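 active = mean E-selectin-positive cell signal at least 10% of the positive control, reached in at least 60% of replicates, without over 20% cell loss; inconclusive = no rule given, readout overlaps actives, possibly toxicity-flagged; inactive = the rest, including those meeting only one limit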;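 note: in these data hits start at about 27%; measured in HUVEC primary endothelial cells; signal is the percent of cells scored E-selectin positive by PE staining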
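Test system: HUVEC | Signal: Immunofluorescence imaging | Read-out: Percent E-selectin-positive cells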
CASP6 VEID inh = inhibitors of human caspase-6; purified caspase-6, Z-VEID-R110 cleavage fluorescence; inhibition, % at 12.5 µM; 0.53% of 350,000 active; AID 686996;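 active = mean inhibition across replicates at least about 35%, with every replicate also reaching that limit, limit read from the data; inconclusive = only one of the two criteria met; inactive = neither criterion met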;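 note: 0% = median of neutral control wells and 100% = no fluorescence left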
Target sequence (P55212 24-179 limits assumed): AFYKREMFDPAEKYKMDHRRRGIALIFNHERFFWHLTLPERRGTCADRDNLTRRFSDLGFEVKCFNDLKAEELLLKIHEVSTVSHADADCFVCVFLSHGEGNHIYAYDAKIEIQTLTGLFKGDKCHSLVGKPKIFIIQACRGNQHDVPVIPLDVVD
Target sequence (P55212 194-293 limits assumed): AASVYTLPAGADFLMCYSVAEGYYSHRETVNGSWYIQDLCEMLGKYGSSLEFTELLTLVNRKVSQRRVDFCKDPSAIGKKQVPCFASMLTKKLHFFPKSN
GSIS activator = primary screen for activators of insulin secretion dependent on glucose, INS-1E cells, GLuc reporter luminescence; INS-1E GLuc reporter insulin secretion, 2-3 h; activation, % at 16.6 µM; 0.61% of 370,000 active; AID 743287;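 active = lowest replicate activation of at least 40%, so every replicate reaches that level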;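 note: 0% = median of neutral control wells and 100% = median of IBMX positive control wells; some compounds called inactive have numbers as strong as hits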
RAD52 anneal inh = inhibitors of human RAD52 DNA annealing | 0.46% of 360,000 active | recombinant RAD52 DNA annealing, FRET fluorescence | inhibition, % at 18.7 µM | AID 651710 | P43351;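 active = every replicate showing at least 50% inhibition; inconclusive = mean inhibition at least 50% but not in every replicate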
RAD54 branch = blocks human RAD54 Holliday junction branch migration. Q92698. FAM/BHQ fluorescence. inhibition, % at 10.4 µM. 0.14% of 360,000 active. AID 602329;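 active = mean normalized replicate activity at least 40 and at least half of replicates scoring 40 or more; inconclusive = only one of the two criteria met; inactive = mean below 40 and under half of replicates reaching 40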;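 note: 0% = median of neutral control wells and 100% = median of positive control wells; inhibitors cause a drop in the FAM fluorescence signal; in these data hits start at about 50%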
Target sequence (Q92698 whole entry, looked up): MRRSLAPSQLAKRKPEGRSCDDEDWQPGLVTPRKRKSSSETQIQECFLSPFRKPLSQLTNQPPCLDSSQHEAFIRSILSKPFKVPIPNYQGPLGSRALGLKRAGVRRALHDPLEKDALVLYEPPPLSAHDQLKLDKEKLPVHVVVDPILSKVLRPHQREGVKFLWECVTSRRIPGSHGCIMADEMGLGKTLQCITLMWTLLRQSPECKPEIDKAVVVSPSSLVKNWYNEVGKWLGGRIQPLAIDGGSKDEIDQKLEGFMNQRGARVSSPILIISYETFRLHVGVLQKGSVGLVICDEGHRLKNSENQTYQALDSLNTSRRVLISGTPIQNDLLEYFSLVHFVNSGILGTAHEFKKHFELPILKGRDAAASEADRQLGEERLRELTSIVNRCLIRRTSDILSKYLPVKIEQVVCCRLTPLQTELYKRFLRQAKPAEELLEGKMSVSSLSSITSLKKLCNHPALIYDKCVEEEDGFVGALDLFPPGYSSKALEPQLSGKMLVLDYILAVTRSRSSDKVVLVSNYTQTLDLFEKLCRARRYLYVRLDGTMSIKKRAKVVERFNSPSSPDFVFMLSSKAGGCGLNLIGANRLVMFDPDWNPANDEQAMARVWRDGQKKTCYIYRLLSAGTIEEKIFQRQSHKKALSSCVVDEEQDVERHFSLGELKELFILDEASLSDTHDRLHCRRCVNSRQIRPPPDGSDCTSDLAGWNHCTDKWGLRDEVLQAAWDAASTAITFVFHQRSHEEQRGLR
Xi reactivation = reactivates the inactive X chromosome in mouse fibroblasts; XiGFP mouse fibroblasts, % GFP-positive cells imaging, 3 d; cells co-treated with 5-aza-dC sensitizer; scaled so ellipticine positive control = 100%; activation, % at 7.58 µM; 0.055% of 360,000 active;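 active = mean normalized replicate activation at least 10% and every replicate at or above 10%; inconclusive = only one of the two criteria met; inactive = mean below 10% and not all replicates reach 10%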;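 note: 0% = median of on-plate neutral control wells and 100% = ellipticine 6 µM median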
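System: 68-5-11 XiGFP fibroblast line | Buffer or medium: DMEM containing 5-aza-dC | Compound: Single point | Times: Compounds 3 days, fix/stain 15 min at room temperature | Benchmarks: Positive control ellipticine, 6 µM final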
DENV2 CPE = DENV2-induced cell death inhibition. DENV2-infected cells, cytopathic effect rescue, plate reader. 1.7% of 350,000 active. CPE inhibition, % at 9.99 µM; in the data active = CPE inhibition above about 20%, passing the limit was not always enough; inconclusive = no clear call, values can overlap the other calls; tested in BHK-21 cells;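 note: 0% = median of neutral control wells and 100% = median of positive control wells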
F508del corr = CFTR F508del correction in bronchial cells. CFBE cells, YFP halide quenching; stimulated with forskolin plus potentiator P3; % fluorescence drop versus neutral controls. activity (quench increase), % at 7.58 µM. 0.36% of 350,000 active;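 active = mean added fluorescence quench of at least 8% versus neutral control, with both replicates also reaching 8%; inconclusive = only one of the mean or replicate conditions met; inactive = mean below 8% and not both replicates reaching 8%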;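 note: cells transiently co-express mutant CFTR-F508del with the halide-sensitive YFP; corrector assay measuring rescue of mutant channel to the surface after 24 h compound exposure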
The depositor's hits bear a star. Compounds as they come; overall some 3.7% were active at least once.

What do the screens show for `O=C(NCc1ccc(F)cc1)C1CCCN1S(=O)(=O)c1ccc(F)cc1` (stereo not drawn)?
E-selectin induc: -0.1; CASP6 VEID inh: 1.7; GSIS activator: -2.2; RAD52 anneal inh: -49.4; RAD54 branch: -12.9; Xi reactivation: 0.2; DENV2 CPE: -6.2; F508del corr: -1.1

Results for CCCC#Cc1ccc([C@@H]2[C@H]3CN(C(=O)c4ccc5c(c4)OCO5)CCCCN3[C@H]2CO)cc1 ?
E-selectin induc: -0.1; CASP6 VEID inh: -6.7; GSIS activator: -23.2; RAD52 anneal inh: -5.8; RAD54 branch: 5.4; Xi reactivation: 0.2; DENV2 CPE: 3.7; F508del corr: -7.0

What do the screens show for `O=C(C[C@@H]1C[C@@H]2c3cc(NC(=O)C4CCC4)ccc3O[C@@H]2[C@@H](CO)O1)NCCN1CCCCC1`?
E-selectin induc: 0.0; CASP6 VEID inh: -2.1; GSIS activator: 13.0; RAD52 anneal inh: -0.5; RAD54 branch: 1.9; Xi reactivation: 0.0; DENV2 CPE: 6.2; F508del corr: 4.1

How did CCNC(=O)CC1C(=O)N(c2cccc(C)c2)C(=O)N1CCC(C)C (stereo not drawn) do in these assays?
E-selectin induc: -0.1; CASP6 VEID inh: -2.7; GSIS activator: 18.2; RAD52 anneal inh: -5.2; RAD54 branch: -0.6; Xi reactivation: 0.0; DENV2 CPE: -2.2; F508del corr: 3.1

How did Cn1c(=O)c2c(ncn2CC(=O)OCC(=O)Nc2cccc(C#N)c2)n(C)c1=O do in these assays?
E-selectin induc: 0.0; CASP6 VEID inh: -0.9; GSIS activator: -1.7; RAD52 anneal inh: 2.9; RAD54 branch: -0.9; Xi reactivation: 0.0; DENV2 CPE: -4.1; F508del corr: -2.2

Results for CN(C[C@H]1[C@H](c2ccccc2)[C@@H](CO)N1CC1CC1)C(=O)c1ccccc1 ?
E-selectin induc: -0.4; CASP6 VEID inh: -2.4; GSIS activator: 1.8; RAD52 anneal inh: 2.7; RAD54 branch: -2.0; Xi reactivation: 0.0; DENV2 CPE: -5.8; F508del corr: 0.9

How did O=C(N[C@H]1CC[C@@H](CCNS(=O)(=O)c2ccc(F)cc2)O[C@@H]1CO)C1CC1 do in these assays?
E-selectin induc: 0.0; CASP6 VEID inh: -3.6; GSIS activator: -5.9; RAD52 anneal inh: -6.1; RAD54 branch: -1.1; Xi reactivation: -0.9; DENV2 CPE: 6.4; F508del corr: 1.5

Results for Cc1cccc(C)c1Nc1nnc(SCC(=O)c2ccc(Br)s2)s1 ?
CASP6 VEID inh: 1.8; GSIS activator: 0.2; RAD52 anneal inh: -17.6; Xi reactivation: 0.0

What do the screens show for `O=C(Nc1nc(-c2ccccn2)cs1)c1ccc(F)c(S(=O)(=O)N2CCOCC2)c1`?
CASP6 VEID inh: 11.8; GSIS activator: 8.6; RAD52 anneal inh: -19.6; RAD54 branch: 3.3; Xi reactivation: 0.8; DENV2 CPE: 2.3; F508del corr: 22.5*

What do the screens show for `Cc1ccc(/C=N/Nc2ccc3ccccc3n2)o1`?
E-selectin induc: 0.1; CASP6 VEID inh: -2.1; GSIS activator: 25.2; RAD52 anneal inh: -33.2; RAD54 branch: 11.6; Xi reactivation: 0.0; DENV2 CPE: 11.1; F508del corr: 0.4

Results for CCCc1cn([C@H]2C[C@@H]3O[C@H](CO)CC[C@@H]3O[C@@H]2CCc2ccc(-c3ccccc3C#N)cc2)nn1 ?
CASP6 VEID inh: 2.0; RAD52 anneal inh: 1.1; DENV2 CPE: 27.9*; F508del corr: 2.0

How did O=C(Nc1ccc(F)cc1)c1ccc(CSc2ccc(Cl)cc2)o1 do in these assays?
CASP6 VEID inh: -5.0; RAD52 anneal inh: -2.6; RAD54 branch: 0.4; Xi reactivation: 0.2; DENV2 CPE: 14.1; F508del corr: 0.0

How did O=C(COC(=O)c1ccc[n+]([O-])c1)Nc1ccccc1OC(F)F do in these assays?
E-selectin induc: -0.2; CASP6 VEID inh: -6.7; RAD52 anneal inh: -6.6; RAD54 branch: 2.8; Xi reactivation: -0.1; DENV2 CPE: 8.9; F508del corr: 0.8

Results for CC(C)C[C@@H]1O[C@H](C(C)C)Cc2[nH][nH]c(=O)c21 ?
E-selectin induc: 0.1; CASP6 VEID inh: -3.3; GSIS activator: 10.5; RAD52 anneal inh: 7.0; Xi reactivation: -0.1; DENV2 CPE: 9.2; F508del corr: -2.4

Results for CC1(C(=O)NS(=O)(=O)c2cccs2)CCN1C(=O)Cc1ccc(Cl)cc1Cl (stereo not drawn) ?
E-selectin induc: 0.1; CASP6 VEID inh: 0.9; GSIS activator: 10.6; RAD52 anneal inh: -9.5; RAD54 branch: -5.5; Xi reactivation: 0.3; DENV2 CPE: -4.1; F508del corr: 0.5

How did C/C=C/c1cnc2c(c1)C(=O)N([C@@H](C)CO)C[C@@H](C)[C@@H](CN(C)C(=O)C1CCC1)O2 do in these assays?
E-selectin induc: 0.0; GSIS activator: 28.1; Xi reactivation: -1.2; F508del corr: -1.2

How did COc1ccc(Nc2ncnc3c2cnn3-c2cccc(C)c2)cc1OC do in these assays?
E-selectin induc: -0.1; CASP6 VEID inh: -2.3; GSIS activator: 2.1; RAD52 anneal inh: 16.3; RAD54 branch: 1.6; Xi reactivation: -0.1; DENV2 CPE: -4.8; F508del corr: -0.2

Results for CCCNC(=O)N1CC(=O)N2[C@H](CO)[C@H](c3ccc(-c4ccncc4)cc3)[C@@H]2C1 ?
E-selectin induc: -0.3; CASP6 VEID inh: -2.2; GSIS activator: -0.3; RAD52 anneal inh: 1.5; Xi reactivation: 0.9; DENV2 CPE: -12.6; F508del corr: -2.3

How did O=C(C[C@H]1CC[C@@H]2[C@H](COC[C@@H](O)CN2CC2CCCCC2)O1)NCC1CC1 do in these assays?
E-selectin induc: 0.0; CASP6 VEID inh: 1.5; GSIS activator: 5.8; RAD52 anneal inh: 20.1; RAD54 branch: 2.5; Xi reactivation: 0.0; DENV2 CPE: 10.6; F508del corr: 1.3

Results for Cc1noc(C)c1NC(=O)Nc1ccc2c(c1)C(=O)N([C@H](C)CO)C[C@H](C)[C@@H](CN(C)C(=O)NC(C)C)OCCCC[C@@H](C)O2 ?
GSIS activator: 3.6; RAD52 anneal inh: 13.8; Xi reactivation: 0.1; DENV2 CPE: 8.7; F508del corr: 0.4

Results for CCC(=O)N(C)C[C@@H]1Oc2ncc(C#C[C@@H](C)O)cc2C(=O)N([C@@H](C)CO)C[C@H]1C ?
E-selectin induc: 0.2; CASP6 VEID inh: 0.9; GSIS activator: 0.8; RAD52 anneal inh: 0.3; RAD54 branch: 0.9; Xi reactivation: -0.8; DENV2 CPE: -5.4; F508del corr: -2.0

What do the screens show for `Cc1ccc(-c2csc3ncnc(-n4cnc5ccccc54)c23)cc1`?
E-selectin induc: 2.8; CASP6 VEID inh: 1.0; RAD52 anneal inh: -1.0; RAD54 branch: -1.3; Xi reactivation: 0.2; DENV2 CPE: -3.5

How did CCOCC(=O)Nc1ncc(S(=O)(=O)c2ccc([N+](=O)[O-])cc2)s1 do in these assays?
E-selectin induc: 1.9; CASP6 VEID inh: 0.8; GSIS activator: -6.3; RAD52 anneal inh: -5.2; RAD54 branch: 1.4; Xi reactivation: 0.0; DENV2 CPE: -1.7; F508del corr: -0.8

What do the screens show for `O=C(Nc1ccc(N2CCOCC2)cc1)c1ccc(Cl)c(S(=O)(=O)N2CCCC2)c1`?
E-selectin induc: 0.7; CASP6 VEID inh: -7.0; GSIS activator: -0.2; RAD52 anneal inh: -5.2; RAD54 branch: 12.3; Xi reactivation: -0.7; DENV2 CPE: -6.2; F508del corr: 0.4

How did C[C@H](CO)N1C[C@H](C)[C@H](CN(C)C(=O)Nc2ccccc2)Oc2ccc(NC(=O)Nc3cccc4ccccc34)cc2CC1=O do in these assays?
E-selectin induc: 0.4; CASP6 VEID inh: -0.5; GSIS activator: -12.8; RAD52 anneal inh: 31.0; RAD54 branch: -7.0; Xi reactivation: 0.0; DENV2 CPE: -3.7; F508del corr: 2.2

What do the screens show for `COc1ccccc1S(=O)(=O)N[C@@H]1CC[C@@H](CCNC(=O)C2CCOCC2)O[C@H]1CO`?
E-selectin induc: 0.3; CASP6 VEID inh: 3.3; GSIS activator: -1.5; RAD52 anneal inh: -3.0; RAD54 branch: -0.7; Xi reactivation: 0.0; DENV2 CPE: -4.2; F508del corr: -0.4

How did CC(C)COc1ccc(C(=O)NNC(=O)c2ccc(=O)[nH]c2)cc1 do in these assays?
CASP6 VEID inh: -1.2; GSIS activator: 1.8; RAD52 anneal inh: -13.8; RAD54 branch: -1.0; Xi reactivation: -0.1; DENV2 CPE: 4.7; F508del corr: -1.1

How did COc1ccc(S(=O)(=O)NCC(c2ccc(F)cc2)N2CCN(C)CC2)cc1 (stereo not drawn) do in these assays?
CASP6 VEID inh: -3.7; GSIS activator: 2.3; RAD52 anneal inh: -1.6; RAD54 branch: 0.5; Xi reactivation: 0.2; DENV2 CPE: inconclusive; F508del corr: -2.5

Results for O=C(C[C@@H]1CC[C@@H](NC(=O)c2ccc3c(c2)OCO3)[C@@H](CO)O1)NCc1ccc(F)cc1 ?
E-selectin induc: -1.5; CASP6 VEID inh: -1.7; GSIS activator: 3.9; RAD52 anneal inh: 4.4; RAD54 branch: 3.6; Xi reactivation: -0.1; DENV2 CPE: -6.3; F508del corr: -0.7

Results for COc1cccc(CN2CC3(CN(CC4CCOCC4)C3)c3c([nH]c4cc(OC)ccc34)[C@H]2CO)c1 ?
E-selectin induc: -0.1; CASP6 VEID inh: -2.1; GSIS activator: 6.4; RAD52 anneal inh: 23.6; Xi reactivation: 0.0; DENV2 CPE: -9.8; F508del corr: 4.1

Results for Cc1ccc(C2(c3noc(CN(C)CCO)n3)CCCC2)cc1 ?
E-selectin induc: 1.1; CASP6 VEID inh: -1.7; GSIS activator: -10.6; RAD52 anneal inh: -20.1; RAD54 branch: 4.7; Xi reactivation: 1.2; DENV2 CPE: -0.8; F508del corr: 0.8

Results for COc1ccc(S(=O)(=O)N2CCC(C(=O)N(C)Cc3ccc(C)o3)CC2)cc1OC ?
E-selectin induc: -0.2; CASP6 VEID inh: 5.6; RAD52 anneal inh: 3.7; RAD54 branch: 3.3; Xi reactivation: 0.0; DENV2 CPE: 3.6; F508del corr: -0.6

How did COC(=O)C(Cc1ccccc1)NC(=O)CNC(=O)c1ccc(Br)o1 (stereo not drawn) do in these assays?
E-selectin induc: -1.7; CASP6 VEID inh: 5.3; GSIS activator: 11.1; RAD52 anneal inh: -10.6; RAD54 branch: 9.8; Xi reactivation: 0.0; DENV2 CPE: -3.8; F508del corr: -0.8

What do the screens show for `CC(C)COC(=O)N(C)C[C@@H]1OCc2cn(nn2)CCCC(=O)N([C@@H](C)CO)C[C@@H]1C`?
E-selectin induc: -0.1; CASP6 VEID inh: 1.4; GSIS activator: 2.4; RAD52 anneal inh: 4.0; RAD54 branch: 1.5; Xi reactivation: -0.2; DENV2 CPE: 1.5; F508del corr: -2.8

Results for O=C(Cc1ccc(Cl)cc1)Nc1ccncc1 ?
E-selectin induc: -0.2; CASP6 VEID inh: 0.0; GSIS activator: -35.2; RAD52 anneal inh: -13.7; RAD54 branch: 1.5; Xi reactivation: 0.0; DENV2 CPE: 9.8; F508del corr: -1.4
